Source: PubChem (several laboratories)
MEKK2 mut-MEK5: signal of MEK5 binding to mutant human MEKK2 PB1 domain; actives 0.35% (n = 290,000); bead flow cytometry, Alexa488-MEK5 binding to MEKK2 mutant; percent response, % at 10 µM; in the data active = percent response above about 24%, passing the limit was not always enough; also: inactives centre near 1; some results filed as inactive read as strong as hits
UBC9 SUMO inh: SUMOylation inhibition | actives 0.36% (n = 290,000) | inhibition, % at 35 µM | HTRF SUMOylation assay, SAE1/SAE2 + UBC9, in vitro | P63279; in the data active = inhibition above about 50%, passing the limit was not always enough; also: strong numbers were not always called active
Target sequence (P63279 whole entry, looked up): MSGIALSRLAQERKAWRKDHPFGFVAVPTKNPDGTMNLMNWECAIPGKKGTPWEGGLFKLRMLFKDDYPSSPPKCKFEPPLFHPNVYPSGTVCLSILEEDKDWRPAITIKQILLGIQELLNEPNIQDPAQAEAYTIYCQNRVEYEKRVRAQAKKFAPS
IMP-1 inhibitor: inhibitors of Pseudomonas aeruginosa IMP-1 metallo-beta-lactamase; purified IMP-1, nitrocefin hydrolysis, epi-absorbance fluorescence; inhibition, % at 5.6 µM; actives 0.45% (n = 290,000);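 active = inhibition above the mean plus 3 SD of all compounds in the same screening run, cut at about 4.5% in these data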;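 also: 0% = IMP-1 with DMSO and 100% = DMSO wells lacking enzyme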
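system = purified recombinant IMP-1 beta-lactamase | amount = 0.2 nM IMP-1, as dispensed | medium = HEPES buffer pH 7.1 with ZnSO4 and Brij 35 | times = 25 °C, 15 min preincubation, 25 min reaction | detection = plate fluorescence quenching by hydrolysis product, ex 480/em 530 nm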
DNA FID counter: displaces DNA intercalator in HCV helicase counter-screen; DNA fluorescent intercalator displacement, fluorescence; inhibition, % at 7.9 µM; actives 0.17% (n = 290,000); AID 1845; in the data active = inhibition above about 37%;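 also: 0% = vehicle and 100% = reference compound; higher means more ethidium bromide displaced from hairpin DNA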
VIM-2 inh: inhibitors of Pseudomonas aeruginosa VIM-2 metallo-beta-lactamase | purified VIM-2, nitrocefin hydrolysis, epi-absorbance fluorescence | inhibition, % at 5.6 µM | actives 0.89% (n = 290,000) | AID 1527;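 active = inhibition above the mean of all tested compounds plus 3 SD, cutoff set per screening run, cut at about 7.5% in these data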;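 also: red hydrolysis product quenches plate fluorescence so inhibitors raise well fluorescence; 0% = enzyme with DMSO and 100% = DMSO without enzyme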
MEKK2wt PB1 HTS: raises or lowers MEK5 binding to wildtype human MEKK2 PB1 domain; bead flow cytometry, Alexa488-MEK5 binding to MEKK2 WT; actives lie on both sides; binding response (% of control), % at 10 µM; actives 1.1% (n = 290,000); in the data active = binding response below about 67% or above about 130%
NALP1 inh: blocks the NALP1 inflammasome reconstituted in yeast | actives 0.61% (n = 280,000) | inhibition, % at 10 µM | AID 2071 | S. cerevisiae NALP1/ASC/caspase-1 growth, X-gal OD620, 72 h; in the data active = inhibition mostly above about 24%, no sharp cut-off; inactive = mostly below about 32%; also: some compounds called inactive have numbers as strong as hits
HCV NS3 hel inh: inhibitors of Hepatitis C virus NS3 helicase; inhibition, % at 10.9 µM; NS3 helicase DNA unwinding, Cy5 molecular beacon fluorescence; actives 0.56% (n = 290,000); AID 1800;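 active = inhibition above the mean of all tested compounds plus 3 SD, set per campaign, cut at about 35% in these data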;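 also: 0% = DMSO wells and 100% = thioflavine S control wells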
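Control set: DMSO versus 110 µM thioflavine S; Material: NS3 helicase fragment of HCV; Measured by: Cy5 fluorescence at 0 and 60 min, beacon hairpin quenching; Read-out basis: percent inhibition from t60/t0 fluorescence ratio; Times: reaction time 60 min, 25 °C; Repeats: single replicate; Compound dosing: single dose, 10.9 µM nominal final, DMSO 0.8% final.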
M18AAP inhibitor: PfM18AAP enzyme inhibition; actives 1.2% (n = 290,000); AID 1822; inhibition, % at 7.35 µM; recombinant PfM18AAP, H-Glu-NHMec fluorogenic cleavage;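 active = inhibition above the campaign mean inhibition over all tested compounds plus 3 SD, cut at about 28% in these data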;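 also: 0% = plate median of test compound wells and 100% = 2 mM ZnCl2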
Numbers without * were called inactive; · = no result given.

SMILES	MEKK2 mut-MEK5	UBC9 SUMO inh	IMP-1 inhibitor	DNA FID counter	VIM-2 inh	MEKK2wt PB1 HTS	NALP1 inh	HCV NS3 hel inh	M18AAP inhibitor
Cc1cc(C(=O)CN2C(=O)NC(c3ccccc3)(c3ccccc3)C2=O)c(C)n1Cc1ccco1	-2	20	-1.6	-17	-2.8	93	23	-8	-7
CCC(C(=O)OCC(=O)Nc1ccc(C(=O)Nc2ccc(OC)cc2)cc1)c1ccccc1 (centres undefined)	-2	5	-1.6	-7	-6.2	97	24	-18	2
COC(=O)c1ccccc1OC(=O)c1cc2ccccc2oc1=O	-1	9	0.1	-14	1.5	103	35	-9	0
Cc1ccc(-c2nc3ncccc3o2)cc1NC(=O)c1cccs1	-7	17	-0.8	-8	-1.4	95	-3	6	2
O=C(Nc1ccc2c(c1)C(=O)OC2)c1ccc(Cl)cc1	7	-2	-5.0	-6	-4.3	104	0	-3	2
Cc1c(N2C(=O)/C(=C/C3CC=CCC3)SC2=S)c(=O)n(-c2ccccc2)n1C (centres undefined)	1	-6	0.8	-23	5.8	102	·	6	-17
O=C(Oc1cccnc1)c1ccco1	2	0	-1.8	-1	-1.7	102	8	-2	0
CC(C)CCNC(=O)C(c1cccnc1)N(Cc1ccccc1)C(=O)Cn1nnc2ccccc21 (centres undefined)	0	·	-0.8	-26	-0.7	101	·	2	-1
N#CC1=C(N)OC2=C(C(=O)CCC2)C1CCc1ccccc1 (centres undefined)	3	16	0.6	-6	0.2	107	9	11	10
COc1ccc(N2C(=O)CC(Sc3nc4c(cc3C#N)CCC4)C2=O)cc1 (centres undefined)	-3	3	-3.4	-27	-1.8	98	-10	14	6
Cc1ccc(N2C(=O)C3C4C=CC(CNC(=S)N5CCN(c6cccc(C)c6)C(C)C5)(O4)C3C2=O)cc1 (centres undefined)	-2	4	-2.6	2	-2.9	94	-21	12	0
CCCc1cc(=O)oc2cc(C)cc(OC(=O)c3ccco3)c12	11	3	-5.6	-11	-4.6	117	1	-4	3
O=C(CSc1nc2ccccc2c(=O)n1CCC(=O)N1CCCCC1)NCc1ccccc1	0	14	-3.6	-13	-1.8	101	10	5	4
COc1ccc(C2=NS(=O)(=O)N(C)C(C(=O)N3C(C)CCCC3C)=C2)cc1 (centres undefined)	1	8	-2.0	-33	-0.1	97	6	-2	-2
CCc1cc(C(N)=S)ccn1	1	12	1.3	1	-0.2	67	-15	-1	1
COc1ccc(C2C(C(C)=O)=C(O)C(=O)N2c2ccccn2)cc1 (centres undefined)	-2	-3	-1.2	-5	-1.6	103	11	14	2
O=c1[nH]c(CSc2nnc(NCCCN3CCOCC3)s2)nc2cc(Cl)ccc12	1	-3	-1.3	2	0.6	101	12	-6	-9
CC(C)(C)CC(=O)Nc1nnc(-c2cccs2)s1	4	11	-1.5	-2	-1.5	105	41	4	0
CCOC(=O)C1CCN(C(=O)c2n[nH]c(=O)c3ccccc23)CC1	10	25	-4.8	-1	0.7	121	15	7	4
COc1ccc(COCCN2CCN(S(=O)(=O)c3ccc(C)cc3)CCC2=O)cc1	3	4	-2.8	-35	-2.9	99	31	-8	3
COc1cc2c(cc1OC)C(c1c(Cl)cccc1Cl)NC(=O)C2 (centres undefined)	13	17	-3.2	-13	-0.9	113	-6	10	-12
CCOc1cc2oc(=O)c3c(c2cc1Cl)CCC3	-11	17	-2.5	-7	-2.0	91	15	4	5
CCC(=O)NCCc1nc2ccccc2n1Cc1ccccc1	4	7	-1.5	-7	-1.7	100	29	-3	-5
Cc1nc2ccc(C(=O)OCc3nnc(-c4ccc(Br)cc4)o3)cc2nc1C	-5	-10	-0.3	-11	-1.7	94	9	-3	-1
COc1cc(C2/C(=C(\O)c3ccc4c(c3)OCCO4)C(=O)C(=O)N2Cc2ccccc2)ccc1O (centres undefined)	-6	3	0.4	-55	0.2	98	-6	22	11
Cc1cc(NC(=O)C2CCN(S(=O)(=O)Cc3ccccc3)CC2)ccc1-n1cnnn1	3	22	-2.1	-23	-3.1	103	7	-4	0
COc1cc(OC)c(NC(=O)c2c(-c3ccccc3)noc2C)cc1Cl	-6	11	-3.1	-2	-3.3	94	6	-4	4
O=S(=O)(NCCc1csc(-c2cccnc2)n1)c1ccc2c(c1)OCCO2	3	6	-1.9	-10	0.9	107	·	-10	-4
CC1=CS(=O)(=O)CC1Sc1ncn[nH]1 (centres undefined)	5	-27	0.2	5	1.6	76	33	5	4
Cc1cccc(-n2c(-c3ccncc3)n[nH]c2=S)c1C	0	14	-3.1	-6	-1.4	100	25	2	-1
CC(=O)NC(=S)Nc1ccc(NC(=O)c2cccnc2)cc1	1	14	-1.3	-4	0.9	101	·	-2	-17
CN(C)c1nc(NCc2ccccc2)nc(SCC(=O)Nc2ccc(Cl)c(Cl)c2)n1	14	-38	-2.6	-1	-0.5	116	6	-1	0
COc1ccc(NC(=S)N(CCCN2CCOCC2)Cc2ccccn2)cc1	-1	-13	-1.2	-4	-0.4	100	21	-6	-6
O=C(CN1CCCCC1)Nc1nc(-c2ccc(F)c(F)c2)cs1	-7	-9	-0.6	9	-0.1	101	48	-19	-11
CC1(C)Cc2nc3sc4c(N(CCO)CCO)nnnc4c3cc2CO1	-14	4	-3.1	-20	-4.2	87	13	6	-1
COc1ccc(CN(CC(=O)NCC2CCCO2)C(=O)CNS(=O)(=O)c2ccccc2)cc1 (centres undefined)	1	-2	-3.1	-19	-2.0	99	-7	-4	2
Cc1ccc(C)c(OCCCC(=O)Nc2ccc(N3CCOCC3)cc2)c1	-7	2	6.3*	-12	-3.6	94	·	-5	17
Cc1ccc(N(CC(=O)NCc2ccc3c(c2)OCO3)S(=O)(=O)c2c(C)noc2C)cc1	1	13	-2.2	-15	-2.2	91	-12	27	11
CSc1ccc(S(=O)(=O)N2CCC(C(=O)Nc3ccc(C(N)=O)cc3)CC2)cc1	-5	1	-0.1	-6	-0.1	96	28	-2	-2
COc1ccccc1-c1nc(-c2ccc(C)nc2OC)no1	2	16	-1.0	-17	2.2	106	29	0	9

Rewritten with values under each structure: entries from further up.
Under each structure – MEKK2 mut-MEK5, UBC9 SUMO inh, IMP-1 inhibitor, DNA FID counter, VIM-2 inh, MEKK2wt PB1 HTS, NALP1 inh, HCV NS3 hel inh, M18AAP inhibitor
- CCOc1cc2oc(=O)c3c(c2cc1Cl)CCC3
 : -11, 17, -2.5, -7, -2.0, 91, 15, 4, 5
- CCC(=O)NCCc1nc2ccccc2n1Cc1ccccc1
 : 4, 7, -1.5, -7, -1.7, 100, 29, -3, -5
- Cc1nc2ccc(C(=O)OCc3nnc(-c4ccc(Br)cc4)o3)cc2nc1C
 : -5, -10, -0.3, -11, -1.7, 94, 9, -3, -1
- COc1cc(C2/C(=C(\O)c3ccc4c(c3)OCCO4)C(=O)C(=O)N2Cc2ccccc2)ccc1O (centres undefined)
 : -6, 3, 0.4, -55, 0.2, 98, -6, 22, 11
- Cc1cc(NC(=O)C2CCN(S(=O)(=O)Cc3ccccc3)CC2)ccc1-n1cnnn1
 : 3, 22, -2.1, -23, -3.1, 103, 7, -4, 0
- COc1cc(OC)c(NC(=O)c2c(-c3ccccc3)noc2C)cc1Cl
 : -6, 11, -3.1, -2, -3.3, 94, 6, -4, 4
- O=S(=O)(NCCc1csc(-c2cccnc2)n1)c1ccc2c(c1)OCCO2
 : 3, 6, -1.9, -10, 0.9, 107, ·, -10, -4
- CC1=CS(=O)(=O)CC1Sc1ncn[nH]1 (centres undefined)
 : 5, -27, 0.2, 5, 1.6, 76, 33, 5, 4
- Cc1cccc(-n2c(-c3ccncc3)n[nH]c2=S)c1C
 : 0, 14, -3.1, -6, -1.4, 100, 25, 2, -1
- CC(=O)NC(=S)Nc1ccc(NC(=O)c2cccnc2)cc1
 : 1, 14, -1.3, -4, 0.9, 101, ·, -2, -17
- CN(C)c1nc(NCc2ccccc2)nc(SCC(=O)Nc2ccc(Cl)c(Cl)c2)n1
 : 14, -38, -2.6, -1, -0.5, 116, 6, -1, 0
- COc1ccc(NC(=S)N(CCCN2CCOCC2)Cc2ccccn2)cc1
 : -1, -13, -1.2, -4, -0.4, 100, 21, -6, -6
- O=C(CN1CCCCC1)Nc1nc(-c2ccc(F)c(F)c2)cs1
 : -7, -9, -0.6, 9, -0.1, 101, 48, -19, -11
- CC1(C)Cc2nc3sc4c(N(CCO)CCO)nnnc4c3cc2CO1
 : -14, 4, -3.1, -20, -4.2, 87, 13, 6, -1

Additional records
SMILES	MEKK2 mut-MEK5	UBC9 SUMO inh	IMP-1 inhibitor	DNA FID counter	VIM-2 inh	MEKK2wt PB1 HTS	NALP1 inh	HCV NS3 hel inh	M18AAP inhibitor
Cn1cc(P(=S)(N2CCOCC2)N2CCOCC2)cc1P(=S)(N1CCOCC1)N1CCOCC1	-3	19	0.1	-7	-1.5	95	-6	-7	2
Cc1c(NC(=O)c2c(N)sc3c2CCCC3)c(=O)n(-c2ccccc2)n1C	·	6	-2.5	-26	-2.9	·	1	4	22
CC(C)(C)c1ccccc1NC(=S)NCc1ccccc1	4	10	1.2	-6	-2.6	104	7	-6	-4
O=C(COC(=O)Cc1ccc(Cl)cc1)Nc1cc(S(=O)(=O)N2CCOCC2)ccc1N1CCCC1	0	8	-1.2	-34	-2.2	94	16	1	-3
CSc1ccc(/C=N/Nc2nc(C)cc(=O)[nH]2)cc1	-3	0	-4.0	-10	1.8	100	-15	12	-4
O=C(O)c1ccc(S(=O)(=O)c2ccc3c(c2)C(=O)N(NC(=O)c2ccncc2)C3=O)cc1	3	22	-1.0	-2	-3.6	103	·	-3	-9
CCCOC(=O)Cn1cnc2scc(-c3ccc(OC)cc3)c2c1=O	13	15	-2.0	-28	2.9	105	29	14	0
COc1cccc(NC(=O)c2nc3nc(C)cc(C(F)F)n3n2)c1	0	1	-3.2	-4	-6.3	97	16	-1	-3
COCCCNC(=O)CN(c1cc(Cl)ccc1OC)S(=O)(=O)c1ccc(C)c([N+](=O)[O-])c1	-2	1	-0.5	-21	-0.9	98	-3	-3	-1
CCNS(=O)(=O)c1ccc(CCC(=O)N2CCN(Cc3ccccc3)CC2)cc1	14	11	-2.3	-6	-2.6	110	-5	3	5
CC1=CC(=O)C2=C(C)CC[C@@H]3[C@H](OC(=O)[C@H]3C)[C@@H]12	-10	21	·	·	·	93	4	·	·
COCCNC(=S)N(CCc1c(C)[nH]c2ccc(C)cc12)Cc1cccnc1	1	6	-2.3	-24	-1.5	105	11	-12	-6
